# PAFAH1B3 inh: inhibitors of human PAFAH1B3. inhibition, % at 3.39 µM. Q15102. recombinant PAFAH1B3, FP-rhodamine probe, fluorescence polarization. hit rate 0.28% among 340,000;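 active = inhibition above the screen-wide average of all tested compounds plus 3 SD, cut at about 25% in these data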;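 also: 0% = enzyme with DMSO only and 100% = wells lacking PAFAH1B3 protein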
# Target sequence (Q15102 whole entry, looked up): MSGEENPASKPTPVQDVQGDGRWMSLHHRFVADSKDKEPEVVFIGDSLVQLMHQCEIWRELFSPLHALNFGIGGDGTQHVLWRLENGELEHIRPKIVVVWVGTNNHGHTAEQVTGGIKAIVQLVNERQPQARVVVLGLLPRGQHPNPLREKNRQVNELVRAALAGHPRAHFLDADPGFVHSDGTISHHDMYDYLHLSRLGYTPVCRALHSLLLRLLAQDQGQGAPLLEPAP
# pPAFAH inh: pPAFAH (human) enzyme inhibition. AID 463082. recombinant pPAFAH, FP-rhodamine probe fluorescence polarization. hit rate 1.5% among 330,000. inhibition, % at 3.39 µM. Q13093;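 active = inhibition above the mean inhibition across the screen plus 3 SD, cut at about 25% in these data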;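 also: inhibitors block binding of the rhodamine activity-based probe so polarization drops; 0% = enzyme with DMSO and 100% = wells lacking pPAFAH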
# PAD4 inh: blocks human protein arginine deiminase 4; hit rate 0.41% among 330,000; inhibition, % at 6.36 µM; AID 485272; recombinant PAD4, RCA probe fluorescence polarization;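 active = percent inhibition above a cutoff equal to the mean of all tested compounds plus 3 SD, cut at about 15% in these data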;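 also: 0% = PAD4 with RCA probe and DMSO and 100% = probe without PAD4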
# GSTO1 inh: counter-screen for RBBP9 inhibitors: inhibitors of human GSTO1. P78417. recombinant GSTO1, activity-based probe fluorescence polarization. inhibition, % at 5.96 µM. hit rate 1.1% among 300,000. AID 1974;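 active = inhibition above the campaign mean inhibition plus 3 SD, cut at about 35% in these data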;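 also: 0% = GSTO1-1 with DMSO and 100% = wells lacking GSTO1-1 enzyme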
# LYPLA2 inh: blocks human lysophospholipase 2, a PME1 counter-screen | hit rate 0.38% among 320,000 | O95372 | recombinant LYPLA2, FP-Rh probe fluorescence polarization | inhibition, % at 5.9 µM | AID 2177;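 active = inhibition above the screen-wide mean plus 3 SD, limit set per campaign, cut at about 26% in these data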;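 also: 0% = LYPLA2 with DMSO and 100% = wells lacking LYPLA2 enzyme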
# Target sequence (O95372 whole entry, looked up): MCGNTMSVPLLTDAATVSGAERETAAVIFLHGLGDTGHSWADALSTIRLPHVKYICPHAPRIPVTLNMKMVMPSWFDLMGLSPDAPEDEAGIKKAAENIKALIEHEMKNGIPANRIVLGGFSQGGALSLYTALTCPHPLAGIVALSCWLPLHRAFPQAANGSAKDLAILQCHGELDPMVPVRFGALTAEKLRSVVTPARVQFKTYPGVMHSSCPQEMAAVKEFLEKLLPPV
# PME-1 inh: blocks human protein phosphatase methylesterase 1; AID 2130; hit rate 0.53% among 320,000; inhibition, % at 5.9 µM; Q9Y570; recombinant PME-1, FP-Rh probe fluorescence polarization;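 active = inhibition above the campaign mean of all compounds plus 3 SD, cut at about 26% in these data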;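 also: competitive labeling of PME-1 active site by serine hydrolase directed probe; 0% = PME-1 with DMSO and 100% = wells lacking PME-1 enzyme; inhibitors block probe labeling so polarization falls and inhibition rises; many of its hits are not listed in these tables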
# PAFAH1B2 inh: inhibitors of human PAFAH1B2 | P68402 | recombinant PAFAH1B2, FP-rhodamine activity probe, fluorescence polarization | inhibition, % at 3.39 µM | hit rate 1.2% among 340,000;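 active = inhibition above the mean of all tested compounds plus 3 SD, cut at about 24% in these data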;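 also: 0% = enzyme with DMSO and 100% = wells lacking PAFAH1B2; many of its hits are not listed in these tables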
# Target sequence (P68402 whole entry, looked up): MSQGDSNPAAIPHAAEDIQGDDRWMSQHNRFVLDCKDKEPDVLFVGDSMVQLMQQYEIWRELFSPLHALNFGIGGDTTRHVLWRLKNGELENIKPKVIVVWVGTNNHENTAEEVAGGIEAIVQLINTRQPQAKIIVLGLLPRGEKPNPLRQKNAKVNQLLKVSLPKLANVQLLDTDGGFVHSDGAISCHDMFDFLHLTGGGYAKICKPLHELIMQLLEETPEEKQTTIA
# LYPLA1 inh: blocks human lysophospholipase 1, a PME1 counter-screen | O75608 | recombinant LYPLA1, FP-Rh probe fluorescence polarization | inhibition, % at 5.9 µM | hit rate 0.16% among 320,000;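 active = inhibition above the mean of all tested compounds plus 3 SD, set per campaign, cut at about 14% in these data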;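 also: inhibitors block serine hydrolase probe labeling of LYPLA1 so polarization falls; 0% = enzyme with DMSO and 100% = wells lacking LYPLA1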
# Target sequence (O75608 whole entry, looked up): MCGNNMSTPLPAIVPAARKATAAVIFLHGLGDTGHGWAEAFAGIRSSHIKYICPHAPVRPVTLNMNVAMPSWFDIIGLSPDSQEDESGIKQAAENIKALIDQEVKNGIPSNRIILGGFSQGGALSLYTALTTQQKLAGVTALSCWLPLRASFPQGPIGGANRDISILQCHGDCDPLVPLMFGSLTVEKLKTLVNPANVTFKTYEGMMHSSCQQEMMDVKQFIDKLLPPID
# PREPL inh: inhibits the human prolyl oligopeptidase-like enzyme; Q4J6C6; recombinant PREPL, fluorescence polarization activity-based probe; inhibition, % at 5.96 µM; hit rate 0.68% among 320,000; in the data active = inhibition above about 43%;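 also: 0% = enzyme with DMSO and 100% = wells lacking enzyme; many of its hits are not listed in these tables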
# * hit, by the source's call; / = no result given. An excerpt; count on the stated rates, not on these rows.
SMILES,PAFAH1B3 inh,pPAFAH inh,PAD4 inh,GSTO1 inh,LYPLA2 inh,PME-1 inh,PAFAH1B2 inh,LYPLA1 inh,PREPL inh
CN(C)S(=O)(=O)c1ccc(Cl)c(NC(=O)COC(=O)/C=C/c2ccco2)c1,1,2,1,14,4,6,0,1,1
CC(C)(C)S(=O)(=O)c1cnc2c(S(=O)(=O)c3ccccc3)cnn2c1N,1,5,-8,5,4,4,-2,2,2
Cc1cc(NC(=O)CSCc2ccccc2C)no1,2,1,1,6,-3,4,8,-2,-5
CC(C)(C)OC(=O)C1C(=O)CC(C)(O)C(C(=O)OC(C)(C)C)C1c1ccco1 (stereo unspecified),5,7,0,2,6,1,7,6,7
O=C1C2C3c4ccccc4C(c4ccccc43)C2C(=O)N1Cc1ccco1 (stereo unspecified),6,0,-3,4,-2,2,1,-2,-20
NS(=O)(=O)c1ccc(CCNC2CC(=O)N(Cc3ccccc3)C2=O)cc1 (stereo unspecified),9,2,0,5,-3,0,-2,-2,-4
COc1ccc(N(CC(=O)NCCc2ccccc2)C(=O)c2csnn2)cc1OC,6,3,-2,4,5,4,10,-3,0
Cc1cccc(NC(=O)c2cc(-c3ccco3)nc3ccccc23)n1,4,-4,-12,-7,-3,-5,0,-5,6
CN(CC(=O)Nc1ccc(Cl)cc1F)C1CCS(=O)(=O)C1 (stereo unspecified),8,2,-5,/,-6,-2,-1,1,0
CCOC(=O)C1CCCN(C(=O)c2cc3c(-c4cccc(OC)c4)nn(C)c3s2)C1 (stereo unspecified),6,1,-3,0,9,0,2,4,0
CCN(CC)CCCNC(=S)N(Cc1cccnc1)Cc1cc2cc(C)ccc2[nH]c1=O,4,8,2,4,-4,1,0,-2,-15
O=C(Nc1cccc(O)c1)C1CCCN1C(=O)OCc1ccccc1 (stereo unspecified),3,2,0,1,-3,-5,-5,-2,11
O=Cc1ccc(OCC(=O)Nc2ccccc2-c2ccccc2)cc1,2,-6,-5,-3,7,-7,11,3,-16
CN(C)c1ccc(P(=O)(OCc2ccccc2)C(O)c2ccccc2)cc1 (stereo unspecified),8,2,1,8,5,2,8,2,25
CC1=NN(c2ccc(C(=O)O)cc2)C(=O)/C1=C\c1ccc(OC(=O)c2cccs2)cc1,4,5,5,55*,8,3,4,-1,45*
CNc1c(C(=O)O)ccc2c1C(=O)c1ccccc1C2=O,4,3,0,2,-3,-2,-3,1,8
CNC(=S)N/N=C(\C)c1ccc2c(c1)OCO2,12,-5,-4,7,2,0,8,1,14
Cc1ccc(-c2nnc(Nc3ccc(CC(N)=O)cc3)c3ccccc23)cc1S(=O)(=O)NCCO,3,4,-2,2,0,-2,-2,2,19
CCOC(=O)C1CCN(C(c2cc3c(C)ccc(C)c3[nH]c2=O)c2nnnn2C2CCCCC2)CC1 (stereo unspecified),5,-2,-1,5,1,3,5,1,-10
Cc1ccc(SCc2[nH]nc3c2C(c2ccco2)C(C#N)=C(N)O3)cc1 (stereo unspecified),14,7,-9,37*,4,6,34*,-2,-2
CCCNc1nc(C)cc(-c2cc(C(=O)NCc3ccccc3)on2)n1,-1,5,1,6,0,-2,-2,-2,12
CCC(C)[C@H](NC(=O)Nc1cccc(OC)c1)C(=O)OC (stereo partly specified),3,2,-5,-3,9,-1,2,3,12
COCCNc1nc(-n2nc(C)cc2C)nc2sc3c(c12)CCCC3,2,15,-1,2,-4,-1,5,-3,10
C/C(=N/NC(=O)c1ccc(Br)o1)c1ccc(C)o1,-1,3,-1,0,3,0,1,-2,0
O=c1[nH]c(CSc2nnnn2-c2ccc(Cl)cc2)nc2ccccc12,7,1,1,5,1,5,3,-2,-19

# Next section, starting with the last 2 of the part before.
SMILES,PAFAH1B3 inh,pPAFAH inh,PAD4 inh,GSTO1 inh,LYPLA2 inh,PME-1 inh,PAFAH1B2 inh,LYPLA1 inh,PREPL inh
C/C(=N/NC(=O)c1ccc(Br)o1)c1ccc(C)o1,-1,3,-1,0,3,0,1,-2,0
O=c1[nH]c(CSc2nnnn2-c2ccc(Cl)cc2)nc2ccccc12,7,1,1,5,1,5,3,-2,-19
Cc1nc(SCC(C)C)[nH]c(=O)c1Cc1ccccc1,1,6,-1,-9,2,5,3,3,-3
COc1ccc(Br)cc1/C=N/NC(=O)C(c1ccncc1)N1CCOCC1 (stereo unspecified),3,-8,-1,-3,-7,-5,1,-4,7
O=C(CCN1CCN(c2ccc([N+](=O)[O-])cc2)CC1)c1ccc(Cl)cc1,2,-2,-3,-12,73*,-1,12,37*,7
O=C(Nc1ccc(N2CCN(c3ncccc3C(F)(F)F)CC2)nc1)c1cccs1,14,10,6,-5,20,10,2,-5,6
C=CCn1c(C#N)c(N)sc1=N,3,6,2,7,-8,3,1,-6,9
Cc1ccc(NC(=O)C2CCCN2c2nn3c(=O)cc(C)nc3s2)cc1 (stereo unspecified),7,2,2,3,6,-5,5,0,10
O=C(O)CCSc1nnc(COc2ccc(Cl)cc2)n1-c1ccccc1,4,5,-6,2,-1,-1,9,-1,-14
O=C(NNC(=O)c1cccnc1)Nc1cccc(Cl)c1Cl,-2,3,1,4,3,4,1,4,-13
CCOC(=O)c1cccc(OC(=O)CCNC(=O)c2ccc(Cl)cc2)c1,2,5,-1,/,0,-2,7,-1,12
C=CCSc1nc2c(c(=O)[nH]c(=O)n2C)n1Cc1ccc(C)cc1,-3,2,-2,1,1,-4,2,-2,-2
CC1CC(=S)Nc2ccccc2S1 (stereo unspecified),5,5,-2,8,-1,2,5,4,1
CCC(C(=O)OCC(=O)N(CC)c1c(N)n(Cc2ccccc2)c(=O)[nH]c1=O)c1ccccc1 (stereo unspecified),9,-4,-15,/,-12,-3,11,-5,-3
O=C(Cc1cccs1)Nc1ccc(S(=O)(=O)N2CCCCC2)cc1,2,12,-4,8,-12,3,3,-7,-2
CC(C)[C@H](NC(=O)C1CCN(S(=O)(=O)c2ccccc2)CC1)C(=O)NCc1ccccc1,-2,-1,-1,6,12,-3,5,5,15
O=C(NC(Cc1ccccc1)C(=O)O)c1ccco1 (stereo unspecified),2,-1,-2,11,3,1,-1,2,-6
O=Cc1ccc(-c2ccc(Cl)cc2Cl)[nH]1,1,-1,-3,10,1,3,7,-6,-14
CCOc1ccc(S(=O)(=O)N2CCCC(C(=O)Nc3ccccc3)C2)cc1 (stereo unspecified),-6,2,-1,2,1,1,-1,1,-5
CCOCCCn1c(SCC(=O)Nc2cccc(S(=O)(=O)NC3=NCCCCC3)c2)nc2ccccc2c1=O,12,0,0,-5,3,1,2,3,6
O=c1[nH]c(C2CCCN(S(=O)(=O)c3ccccc3)C2)nc2c1nnn2Cc1ccccc1Br (stereo unspecified),3,5,5,11,-1,23,3,2,2
CCN(CC)S(=O)(=O)c1cc(NC(=O)[C@@H](NC(N)=O)C(C)C)ccc1C,2,-4,-5,4,3,9,-1,2,17
Cc1ccc(N2C(=O)N(CC(=O)N3CCOCC3)C(=O)C2C)cc1 (stereo unspecified),0,0,-4,-1,1,0,0,-3,-1
O=C(C[n+]1cccc(NC(=O)c2ccccc2)c1)c1cccc([N+](=O)[O-])c1,3,3,2,-2,1,4,-4,-1,30
Cc1c(C)n(CCCN(C)C)c2ncnc(Nc3ccccc3)c12,11,-1,5,2,-4,10,4,-3,22
O=C1CC(C(=O)N2CCN(c3ccccn3)CC2)CN1Cc1ccccc1Cl (stereo unspecified),8,4,-2,2,-3,6,3,-2,-6
CCOC(=O)C1CCCN(C(=O)CCCn2nnnc2CN2CCC(C)CC2)C1 (stereo unspecified),1,-5,-4,5,10,5,7,-3,17

# (next part)
SMILES,PAFAH1B3 inh,pPAFAH inh,PAD4 inh,GSTO1 inh,LYPLA2 inh,PME-1 inh,PAFAH1B2 inh,LYPLA1 inh,PREPL inh
COc1ccc(CN2CCN(Cc3csc(C(C)=O)c3)CC2CCO)c(C)c1C (stereo unspecified),3,3,-5,1,0,3,3,4,-5
Cc1cccc(SCc2noc(C(=O)NCC3CCCO3)c2C(=O)O)c1 (stereo unspecified),9,5,-3,-5,-5,-7,0,3,-3
CCN(CC)CCCNc1nc(-c2ccccc2)nc2ccccc12,13,0,0,-4,6,-1,2,1,0
CCN(CC)CCNC(C(=O)Nc1cccc(C(C)=O)c1)c1ccccc1 (stereo unspecified),-5,1,-6,10,-5,-5,-3,-6,-12
CCOC(=O)C1CCN(C2CCN(Cc3nc(-c4ccccc4)no3)CC2)CC1,10,4,-1,-3,9,3,1,2,20
CCCNC(=O)COC(=O)/C=C/c1cccc(F)c1,3,6,-5,1,0,0,7,0,-2
O=S(=O)(Cc1ccccc1)Nc1ccc(S(=O)(=O)N2CCCC2)cc1,4,3,-2,-2,2,2,6,0,-4
C/C(=N\NC(=S)NC(C)C)c1ccc(Cl)s1,2,6,-2,-1,11,-1,1,5,-2
Fc1nc(N2CCCC2)c(F)c(Oc2ccccc2Oc2c(F)c(F)nc(N3CCCC3)c2F)c1F,6,3,-3,-1,-4,2,-2,2,3
CNC(=O)C1CC(=O)N(CCc2ccccc2)C(=Nc2ccc(OC)cc2)S1 (stereo unspecified),2,4,-4,8,0,2,4,3,0
CC(C)(C)NC(=S)NC(=O)C12CCC3CC(CC(C3)C1)C2,-2,2,-4,3,1,1,6,-1,4
CCCCn1c(N)c(N(Cc2ccccc2OC)C(=O)C(C)Oc2ccc(F)cc2)c(=O)[nH]c1=O (stereo unspecified),4,1,-2,6,12,0,1,2,12
COC(=O)[C@H](C)NC(=O)NCc1ccco1,6,5,-2,7,3,2,2,-1,4
O=S(=O)(c1ccc(Cl)cc1)N1CCC(n2cnc3cc(C(F)(F)F)ccc32)CC1,14,8,4,-2,10,8,9,-1,-4
Cc1ccc([N+](=O)[O-])cc1S(=O)(=O)NCCc1cn2ccccc2n1,4,2,-1,7,6,-1,3,3,-4
COc1cc(OC)cc(C(=O)NNC(=O)c2cc(=O)[nH]c3ccccc23)c1,6,-1,0,10,3,-2,8,1,2
Cc1ccc([N+](=O)[O-])cc1N/C=C/C(=O)c1ccco1,6,2,-5,2,3,2,-4,2,3
Cc1ccccc1N1C(=O)N(c2cccc(C(F)(F)F)c2)C2CS(=O)(=O)CC21 (stereo unspecified),6,2,2,6,3,11,2,-1,6
COc1ccc(S(=O)(=O)NCc2ccco2)cc1C(=O)N1CCOCC1,8,-4,-4,0,-4,-2,7,1,10
COc1ccccc1N1CCN(C2CCCN(C(=O)c3ccoc3)C2)CC1 (stereo unspecified),1,-6,-3,-6,-4,-9,-4,-5,-9
CCCc1cc(=O)oc2c(C)c(OS(C)(=O)=O)ccc12,-5,6,-2,3,5,4,5,0,1
CCN(CC)C(=S)SC1CCCCN(C(=O)c2ccccc2)C1=O (stereo unspecified),9,3,0,1,3,4,4,5,-6
O=C(NCCCl)Nc1cccc(Br)c1,4,1,-1,2,0,2,5,5,-5
Clc1ccc(-c2cnc3n2CCCCC3)cc1,6,12,0,8,7,-2,3,4,-5
COCCNC(=O)COc1ccc(C)cc1C(=O)c1cc(C#N)c(=O)n(C2CC2)c1,5,2,-2,13,2,-4,5,2,11
O=[N+]([O-])c1ccc(N/N=C/c2ccccc2O)cc1,26*,9,-3,-14,-7,45*,9,-16,41
Cc1c(NC(=S)NC(=O)c2ccc(-c3ccc(Cl)cc3)o2)cccc1C(=O)O,6,-1,-1,0,4,-1,10,-6,-2
NNC(=O)c1csc(-c2ccc(C(F)(F)F)cc2Cl)n1,-4,-3,2,-4,-3,-21,0,-3,-8

# High-throughput results as filed in PubChem.
